V1aR counter – agonists of human V1a receptor, primary screen, counter-screen for OXTR agonist project, fluorescence, CHO-V1R cells; Vasopressin V1a receptor (Homo sapiens), P37288; Fluo-8 calcium fluorescence, agonist mode; 0% DMSO, 100% 3 nM vasopressin; activation, % at 3 µM; actives 0.25% (n = 320,000); AID 2797, 2010;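 active = activation above the mean activation of all tested compounds plus 3 SD, per screening run, cut at about 20% in these data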;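 also: signal is peak over basal fluorescence ratio across a 100 second FLIPR read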
CHO-K1 Ca antag – M1 antagonist counterscreen hit in parental CHO-K1 cells; ATP-induced calcium, Fluo-8 fluorescence; actives 0.6% (n = 360,000); inhibition, % at 3 µM; AID 602250;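 active = inhibition above a per-plate cutoff, the plate's mean sample inhibition plus 3 SD, cut at about 24% in these data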;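 also: 0% = DMSO plus EC80 ATP and 100% = DMSO alone without ATP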
GPR7 antag – GPR7 receptor antagonists, primary screen, cell-based, fluorescence, single concentration; Neuropeptides B/W receptor type 1 (Homo sapiens), P48145; GPR7-expressing cells, fluorescence antagonist assay; inhibition, % at 4.4 µM; actives 1.1% (n = 290,000); AID 1861, 2009; in the data active = inhibition above about 16%, passing the limit was not always enough;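 also: cells stimulated with the agonist NPW; 0% = agonist with vehicle and 100% = vehicle without agonist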
Target sequence (P48145 whole entry, looked up): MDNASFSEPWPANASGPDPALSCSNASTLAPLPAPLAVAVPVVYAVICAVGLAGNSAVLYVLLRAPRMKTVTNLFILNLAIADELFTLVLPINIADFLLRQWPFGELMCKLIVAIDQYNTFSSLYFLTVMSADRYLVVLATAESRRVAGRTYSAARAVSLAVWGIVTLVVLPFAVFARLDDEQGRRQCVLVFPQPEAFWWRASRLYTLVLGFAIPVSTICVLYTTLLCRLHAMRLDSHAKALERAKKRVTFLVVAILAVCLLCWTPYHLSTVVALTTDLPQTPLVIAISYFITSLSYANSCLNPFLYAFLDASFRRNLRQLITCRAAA
OXTR potentiate – human OXTR potentiators, primary screen, fluorescence, CHO-OTR cells, Fluo-8 calcium; Fluo-8 calcium fluorescence, potentiator mode; 0% = oxytocin EC15, 100% = EC100; actives 0.061% (n = 320,000); activation, % at 3 µM; Oxytocin receptor (Homo sapiens), P30559;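 active = activation above that plate's cutoff, the mean activation of tested compounds plus 3 SD, cut at about 6.6% in these data, passing the limit was not always enough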;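 also: 100% uses oxytocin at 75 nM as the full agonist control; some results filed as inactive read as strong as hits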
Target sequence (P30559 whole entry, looked up): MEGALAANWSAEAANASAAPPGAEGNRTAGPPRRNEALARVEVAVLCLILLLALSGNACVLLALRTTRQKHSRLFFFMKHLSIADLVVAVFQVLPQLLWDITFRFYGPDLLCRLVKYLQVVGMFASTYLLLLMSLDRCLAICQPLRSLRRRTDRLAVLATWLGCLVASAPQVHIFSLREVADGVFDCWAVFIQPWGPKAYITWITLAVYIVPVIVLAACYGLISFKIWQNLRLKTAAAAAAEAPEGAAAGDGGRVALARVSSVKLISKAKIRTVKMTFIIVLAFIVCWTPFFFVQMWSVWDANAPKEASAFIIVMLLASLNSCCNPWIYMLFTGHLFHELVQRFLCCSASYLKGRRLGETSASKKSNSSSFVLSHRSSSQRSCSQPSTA
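test system = CHO-OTR cells, human receptor | compound = single-point 3.0 µM | schedule = 6 min compound pre-incubation at room temperature, 100 s kinetic read | signal = Fluo-8 no-wash calcium dye fluorescence, excitation 470-495 nm, emission 515-575 nm | repeats = single well per compound, singlicate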
TAAR1 antagonist – human TAAR1 antagonists, primary screen, Fluo-8 calcium fluorescence, CHO RD-HGA16 cells; AID 624466, 2012; actives 1.5% (n = 360,000); inhibition, % at 3 µM; antagonist; Trace amine-associated receptor 1 (Homo sapiens), Q96RJ0;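 active = inhibition above a per-plate cutoff, the mean inhibition of test compounds on that plate plus 3 SD, cut at about 49% in these data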;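 also: 0% = DMSO plus EC80 beta-PEA response and 100% = DMSO alone without agonist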
Target sequence (Q96RJ0 whole entry, looked up): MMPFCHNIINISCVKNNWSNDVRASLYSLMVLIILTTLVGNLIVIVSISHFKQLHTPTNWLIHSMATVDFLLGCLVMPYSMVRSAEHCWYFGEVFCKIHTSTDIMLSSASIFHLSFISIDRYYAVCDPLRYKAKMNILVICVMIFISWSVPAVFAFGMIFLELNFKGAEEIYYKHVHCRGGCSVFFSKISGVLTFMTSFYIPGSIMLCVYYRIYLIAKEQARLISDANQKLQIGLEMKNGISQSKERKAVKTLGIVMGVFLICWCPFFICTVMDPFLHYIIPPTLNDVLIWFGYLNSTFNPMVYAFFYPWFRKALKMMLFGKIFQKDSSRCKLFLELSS
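Test system: CHO RD-HGA16 cells bearing hTAAR1 | Reagent: β-PEA, EC80 | Compound dosing: 3 µM, single point | Schedule: Dye loading 75 min at 37 °C, then 30 min room temperature | Signal: Calcium fluorescence with Fluo-8 | Evaluation: Percent inhibition of PEA-evoked calcium signal, max/basal emission ratio | Control set: DMSO-only wells and EC80 β-PEA-stimulated wells | Repeats: Singlicate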
M1 PAM parental – nonselective calcium activators in parental CHO-K1 cells, primary screen, counter-screen for M1 PAM project, cell-based, Fluo-8 calcium fluorescence, full deck, 1536-well; ATP EC20; 0% at ATP EC20, 100% at ATP max; activation, % at 3 µM; AID 602247, 2012; actives 0.02% (n = 360,000);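 active = activation above the run cutoff, the mean activation of all test compounds plus 3 SD, cut at about 40% in these data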;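 also: peak over basal fluorescence ratio in a 140 s read after ATP addition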
OXTR ag – human OXTR agonists, primary screen, fluorescence, CHO-OTR cells, Fluo-8 calcium. Fluo-8 calcium fluorescence; normalized: DMSO 0%, oxytocin 100%. activation, % at 3 µM. actives 0.32% (n = 320,000);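 active = activation above the mean of all tested compounds plus 3 SD, cutoff set per screening run, cut at about 20% in these data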;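 also: peak over basal fluorescence ratio from a 100 s FLIPR kinetic read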
CHO parental Ca – ATP-evoked calcium signal inhibitors, parental CHO, primary screen, counter-screen for OX1R antagonist project, cell-based, fluorescence, Fluo-8 calcium dye; parental CHO-K1, ATP-induced calcium, Fluo-8 fluorescence; inhibition, % at 5.6 µM; actives 0.63% (n = 330,000); AID 463079, 2010;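 active = inhibition above that plate's mean sample inhibition plus 3 SD, cut at about 26% in these data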;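 also: 0% = ATP-challenged DMSO wells and 100% = DMSO wells without ATP; some compounds past the cut are filed as inactive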
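Material: Parental CHO cells | Reagent: ATP | Compound dosing: Single nominal dose of 5.6 µM per compound | Detection: Intracellular calcium via Fluo-8 no-wash fluorescent dye | Read-out: % inhibition of ATP-induced calcium mobilization | Benchmarks: Low control ATP plus DMSO, high control DMSO only | Replicates: Singlicate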
CHO-K1 Ca ag – counter-screen for M1 agonists: effect in parental CHO-K1 cells; Fluo-8 calcium fluorescence; scaled to maximal ATP response, vehicle zero; activation, % at 3 µM; actives 0.48% (n = 360,000); in the data active = activation above about 15%;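 also: untransfected CHO-K1 host cells lacking M1 receptor as counterscreen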
Active calls of the source: *; · = no result given; & = joins results of further samples.

SMILES	V1aR counter	CHO-K1 Ca antag	GPR7 antag	OXTR potentiate	TAAR1 antagonist	M1 PAM parental	OXTR ag	CHO parental Ca	CHO-K1 Ca ag
Cc1cc(=O)n2[nH]c(NCc3ccccc3F)nc2n1	-0.2	0	-5	-2	7	-4	-0.1	-13	0.1
Cc1ccc(-c2cc(C(=O)O)c3sc(N4CCCCC4)nc3n2)cc1	-0.8	-4	0	-3	-4	-3	-0.1	-3	-0.2
CC(=O)c1ccc(NC(=S)Nc2ccc3[nH]c(=O)[nH]c3c2)cc1	0.2	-6	-9	-2	1	10	0.0	2	0.1
CCOC(=O)C1CCN(C(=O)CCS(=O)(=O)Cc2ccccc2)CC1	1.7	-15	-17	-6	-10	13	0.7	-13	2.3
Cc1cn(C2OC(COC(=O)c3ccccc3)C(OC(=O)c3ccccc3)C2OC(=O)c2ccccc2)c(=O)[nH]c1=O (stereo not drawn)	1.2	-22	-14	-6	15	26	2.8	-2	0.3
Cc1ccc2[nH]c(=O)c3cc(C(=O)N(C)c4ccccc4C)sc3c2c1	-0.2	-14	-16	1	-28	17	0.1	-18	1.0
O=C(CSc1nnc(-c2ccccc2O)n1Cc1ccccc1)NNC(=O)c1ccccc1O	-0.1	-3	5	-7	6	23	0.6	-23	0.1
C=CCSc1nsc(NC(=O)Nc2cccc(C(C)=O)c2)n1	13	25*	33*	-19	43	-18	15	47*	16*
CCCCn1nc(NS(=O)(=O)c2cccc3nonc23)c2cc3cccc(C)c3nc21	-1.2	11	3	-6	-17	-6	-0.7	-18	4.4
CC(C)[C@H]1COCCS(=O)(=O)N1Cc1cccc(Cl)c1	1.2	-15	-5	4	-23	-12	-0.5	-17	0.1
COc1cccc(OC)c1C(=O)N1CCN(C(=O)c2ccc(-c3ccccc3)cc2)CC1	9.0	-12	1	-6	-5	-2	2.5	-28	3.2
Cc1nc(SCC(=O)NC2CCCCC2)[nH]c(=O)c1C	0.2	-7	-8	6	-6	8	0.5	-1	0.2
CCN(CC)CCNS(=O)(=O)c1ccc2c3c(cccc13)C(=O)N2	0.0	-14	-19	1	8	-8	0.5	-5	0.5
COc1ccc(N2CCN(C(=O)c3cc(=O)[nH]c4ccccc34)CC2)cc1	0.9	1	-12	-3	13	10	0.7	-3	1.2
CC(c1nccs1)N(C)C(=O)c1ccc(OC2CCN(CCc3ccccc3)CC2)cc1 (stereo not drawn)	0.4	4	-14	-10	-25	-17	1.5	-12	0.5

As entered above.
GPR7 antag, `Cc1nc(SCC(=O)NC2CCCCC2)[nH]c(=O)c1C` stands at -8
OXTR potentiate, `O=C(CSc1nnc(-c2ccccc2O)n1Cc1ccccc1)NNC(=O)c1ccccc1O` stands at -7

Additional records follow:
SMILES	V1aR counter	CHO-K1 Ca antag	GPR7 antag	OXTR potentiate	TAAR1 antagonist	M1 PAM parental	OXTR ag	CHO parental Ca	CHO-K1 Ca ag
Cc1ccc(C(=O)N2CCN(Cc3nc4sc5c(c4c(=O)[nH]3)CCCC5)CC2)cc1	0.2	-12	-6	10	-17	12	0.7	-6	-0.7
COc1cccc(C2(O)CCN(C(=O)C(C)C)CC2)c1	0.6	-6	-10	-7	-13	8	-0.1	2	0.8
CN(C)c1nnc(-c2ccc(Cl)cc2)o1	1.6	-7	1	-2	-15	0	-1.6	1	0.3
Cc1cccc(OCc2nnc(SCC(=O)Nc3cccc(C(=O)N4CCOCC4)c3)n2C)c1C	-0.2	1	0	-11	-23	0	-2.3	-25	0.4
O=C(COC(=O)c1ccc([N+](=O)[O-])cc1)Nc1cccnc1Cl	1.0	-3	12	-11	-4	-3	-0.5	-2	0.7
CC1=C(C(=O)OCc2ccccc2)C(c2cccnc2)c2c(n(C)c(=O)n(C)c2=O)N1 (stereo not drawn)	0.5	-9&-3	7	-8	5	11&0	1.1	-24	0.5&0.2
Cc1cc(Br)c(NC(=O)COC(=O)CSc2nnc(-c3ccc(Cl)cc3)o2)c(Br)c1	0.9	-10	-11	-1	-18	15	-0.2	-8	0.4
O=C1NN(c2ccccc2)C(=O)C1=Cc1ccccc1O	·	5	·	·	-11	12	·	·	0.4
COc1ccc(OC)c(C(c2nnnn2CC2CCCO2)N2CCN(C)CC2)c1 (stereo not drawn)	0.8	11	-6	-3	-14	-8	0.0	-20	-0.1
Cc1ccc(NC(=O)C(=O)NCCCN2CCOCC2)c(C)c1	-0.1	-8	-4	-4	-2	19	0.3	-16	0.5
CN(C(=O)c1ccc(NC(=O)Cc2ccc(NC(=O)C3CCCN(C(=O)C4CC4)C3)cc2)cc1)C1CCCC1 (stereo not drawn)	·	-19	·	·	-8	9	·	·	0.1
CCS(=O)(=O)N1Cc2ccccc2CC1C(=O)N(C)CC(=O)Nc1ccc(F)c(F)c1F (stereo not drawn)	-0.4	4	·	4	-20	-27	0.7	-9	-0.3
C=CCC[C@H](Cc1ccc(F)cc1)C(=O)OC[C@H](Cc1c[nH]c2ccccc12)NC(=O)[C@@H](CC=C)CC(=O)N[C@@H](CO)Cc1ccccc1	2.9	-5	·	0	2	9	1.8	0	-0.3
COc1ccccc1C(=O)N1CCN(C2CCN(Cc3ccccc3)CC2)CC1	0.0	-9	4	-3	-4	26	-0.1	-6	0.8
O=C(Cn1cnc2c(nnn2-c2ccccc2)c1=O)N1CCCc2ccccc21	1.2	-1	-2	-3	5	8	0.5	-22	0.2
Cc1cccc(NC(=O)C(CC(C)C)NC(=O)C2CCC(C)CC2)n1 (stereo not drawn)	-1.0	-7	-3	-7	-16	5	0.0	-7	0.1
O=S(=O)(N/N=C\c1c(F)cccc1Cl)c1ccc(Cl)cc1	0.7	-11	5	-8	-7	9	-1.5	-8	0.1
CCOC(=O)c1nnn(-c2nonc2N)c1CSc1ccccc1	-0.4	-6	7	-3	12	9	-0.3	-4	0.5
Cc1ccc2oc(C(=O)N(Cc3ccc(N(C)C)cc3)CC3CCCO3)c(C)c2c1 (stereo not drawn)	0.7	-3	-22	-12	17	-11	-2.3	-13	-0.2
COc1cc2c(cc1OC)C(c1cccc([N+](=O)[O-])c1)N(C(=O)c1ccc(F)cc1)CC2 (stereo not drawn)	-1.1	-20	5	-7	-32	21	-2.1	-30	0.1
COCCCNC1=C(C#N)C(=O)NC(c2cccs2)S1 (stereo not drawn)	·	-7	·	·	-9	5	·	·	-0.3
Cc1ccc(Cn2cccc(NS(C)(=O)=O)c2=O)cc1	·	-4	7	·	-3	14	·	·	0.0
Cc1nn(CC(=O)Nc2cccnc2)c(C)c1[N+](=O)[O-]	1.6	2	13	0	-10	8	0.9	-6	0.3
CNC(=S)N1CCN(CCNC2=CC(=O)CC(C)(C)C2)CC1	0.1	-11	-11	-7	12	4	-1.5	-15	0.2
CC(Sc1nccn1C)C(=O)NC1(C#N)CCCCC1 (stereo not drawn)	0.6	-5	·	4	-2	2	0.4	-8	-0.1
Cn1nnnc1SCC(=O)Nc1nc(-c2ccccc2)c(-c2ccccc2)o1	2.2	13	0	-7	3	-8	1.7	-7	-0.1
Cc1nnc(NCCc2ccccc2)c2ccccc12	0.9	-4	-4	-4	1	15	0.4	-20	1.1
Cc1nc(C)c(-c2csc(Nc3cccc(O)c3)n2)s1	0.5	10	5	-6	12	-9	-1.0	-8	1.9
CCOC(=O)c1cnc2cc(C)ccn2c1=O	-0.1	-15	-8	-8	18	27	0.4	-1	0.7
Cc1ccc(C)c(NC(=O)C(c2ccccc2)N2CCN(CC(=O)N3CCOCC3)CC2)c1 (stereo not drawn)	-0.5	-14	·	1	2	21	-0.4	-9	1.8
CCCCCC(=O)N/N=C/c1cc(Br)c(O)c(OC)c1	0.5	-9	-7	-3	-6	19	0.5	-10	0.3
Cc1c(Cl)c([N+](=O)[O-])nn1CCCC(=O)Nc1cc(Oc2ccccc2)cc([N+](=O)[O-])c1	0.0	3	1	5	-12	6	1.0	1	0.2
COc1ccc(C(C)=O)cc1COC(=O)c1cc2ccccc2cc1O	-0.4	-10	7	-4	17	18	0.4	1	0.1
COC(=O)c1ccc(C(C(=O)NC2CCCCC2)N(Cc2ccc(F)cc2)C(=O)Cc2cccs2)cc1 (stereo not drawn)	-0.6	12	-6	-3	-15	-9	-1.8	-24	-0.2
COc1ccc(C(=O)Nc2nnc(S(=O)(=O)Cc3ccccc3)s2)cc1	0.8	-3	-6	-1	-10	-3	-0.1	-2	0.1
CCCN(C(=O)c1ccco1)c1nnc(-c2cccc(C)c2)s1	-0.7	11	-10	-12	-21	-7	-1.9	-9	-0.6
Cc1ccc(-c2ccc(=O)n(CCC(=O)N3CCN(c4cccc(C)c4)C(C)C3)n2)cc1 (stereo not drawn)	3.4	-9	-1	5	21	-3	-1.8	-40	1.1
O=C(NN1CCOCC1)c1ccc([N+](=O)[O-])cc1	·	7	-13	·	-3	-13	·	·	-0.1
Cc1nc2ccccn2c1-c1ccnc(SCc2ccc(Cl)cc2)n1	3.6	-27	2	-3	18	23	1.1	-57	1.3
CN(C)CCNc1ccc(-c2nn(C)c(=O)c3ccccc23)cc1[N+](=O)[O-]	-0.1	2	-8	-9	7	14	-0.5	-1	-0.5
Cc1ccc(S(=O)(=O)N2CCOCC2)cc1NC(=O)COC(=O)c1cc[n+]([O-])cc1	-0.3	1	·	2	6	-1	0.7	-8	0.3
CCCn1c(C(C)Nc2nc(-c3ccc(C)cc3)cs2)nc2cc(Cl)c(Cl)cc21 (stereo not drawn)	-0.6	-3	-16	-4	-3	8	-0.1	-31	1.4
COCOc1cccc(CN2CCC2(C)C(=O)Nc2ccc(OC)c(OC)c2)c1 (stereo not drawn)	·	-20	·	·	-22	16	·	·	2.8
COc1ccc(C(=O)C2CCCN(Cc3cccn3-c3ccccn3)C2)cc1F (stereo not drawn)	4.5	-18	3	-9	-27	22	0.4	-22	4.5
